TDP1 block = TDP1 (human) enzyme inhibition | Q9NUW8 | recombinant TDP1, AlphaScreen DNA substrate cleavage | Potency, µM (series often up to 130 µM), for inactives: at the highest dose activity change, negative = inhibition, usual class: inhibitors | 350,000 compounds, 0.28% hits; further: nearly all actives have a fitted effect of over 40% in size
Target sequence (Q9NUW8 whole entry, looked up): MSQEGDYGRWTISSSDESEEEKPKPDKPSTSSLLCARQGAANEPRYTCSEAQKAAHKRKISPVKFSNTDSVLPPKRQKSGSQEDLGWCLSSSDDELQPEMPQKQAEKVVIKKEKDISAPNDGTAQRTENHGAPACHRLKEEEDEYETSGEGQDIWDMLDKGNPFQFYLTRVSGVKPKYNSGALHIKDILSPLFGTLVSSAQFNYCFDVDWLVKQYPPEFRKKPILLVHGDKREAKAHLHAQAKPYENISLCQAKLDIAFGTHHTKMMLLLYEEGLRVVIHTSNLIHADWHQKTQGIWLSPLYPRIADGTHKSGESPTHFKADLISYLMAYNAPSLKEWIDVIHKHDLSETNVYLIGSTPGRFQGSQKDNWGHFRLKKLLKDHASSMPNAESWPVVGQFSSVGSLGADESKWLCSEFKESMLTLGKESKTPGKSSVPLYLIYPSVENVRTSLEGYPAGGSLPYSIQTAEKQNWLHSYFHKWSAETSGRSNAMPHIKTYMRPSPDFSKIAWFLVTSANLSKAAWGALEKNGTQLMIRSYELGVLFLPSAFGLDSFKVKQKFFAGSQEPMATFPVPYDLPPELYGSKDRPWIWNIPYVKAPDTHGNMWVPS
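Recombinant human Tdp1 (E. coli-expressed, 1 nM final) preincubated with compounds 15 min at room temperature, then 5'-biotin/3'-phosphotyrosine-FITC DNA substrate (15 nM final) added for 5 min. AlphaScreen beads (10 ug/ml final) added 10 min; cleavage lowers signal.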
TDP1 cell CPT = growth inhibition of DT40 Tdp1-/-;hTDP1 cells with camptothecin (screen for TDP1 inhibitors); chicken DT40 Tdp1-/-;hTDP1 cells + 20 nM CPT, ATP luminescence, 48 h; Potency, µM (top dose mostly 46.2 µM), without a hit: at the top dose activity change, negative = growth inhibition, most hits filed as inhibitors; 420,000 compounds, 12% hits; further: nearly all actives have a fitted effect of over 55% in size
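Cell growth measured by CellTiter-Glo luminescence after a minimum 48 h, 37 C compound exposure with 20 nM CPT in Tdp1-knockout DT40 cells stably expressing hTDP1, seeded 400/well; qHTS titration format.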
DT40 TDP1 no CPT = qHTS for Inhibitors of human tyrosyl-DNA phosphodiesterase 1 (TDP1): qHTS in cells in absence of CPT | DT40 Tdp1-/- hTDP1 cells, no CPT, ATP luminescence, 48 h | Potency, µM (series often up to 46.2 µM), without a hit: at the top dose activity change, negative = growth inhibition, hits mostly inhibitors | 420,000 compounds, 15% hits; further: nearly all actives have a fitted effect of over 55% in size
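Stably hTDP1-transfected Tdp1-null chicken DT40 cells were treated with library compounds minus camptothecin and grown for at least 48 hr at 37 °C, after which cellular ATP was quantified by luminescence.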
* hit, by the source's call; ? = inconclusive; . = not tested or not shown; [ ] = dose if it differs, or a comment. The call rests on the fitted dose curve; in most records, active means well fitted curve in the direction sought with a large enough effect; inconclusive means small, poorly fitted or top-dose-only effect, or another doubt; inactive means no such curve, though single readings can be large; an effect the other way counts as inactive or inconclusive. On the % scale 0 is the no-effect control and ±100 the full control effect; potency means the concentration at half of the fitted maximal effect. The order is random; about 18% have a hit in one of these screens.

The opening 6 entries, to show the layout:
Structure	TDP1 block	TDP1 cell CPT	DT40 TDP1 no CPT
Cc1ccc(N2C(=S)SC3CS(=O)(=O)CC32)cc1 (stereo not given)	5%	3%	-19%
CCC(NC(=O)COC(=O)C1CC2CCCC(C1)C2=O)c1ccc(Br)cc1 (stereo not given)	-6%	-5%	-19%
Cc1ccc(NC(=O)N2CCC(=O)N2)cc1	9%	-18%	-9%
COc1ccccc1C(C(=O)c1ccccc1)c1ccc(O)cc1 (stereo not given)	.	?	?
Brc1ccc(C2=NC(Cc3ccccc3)CO2)cc1 (stereo not given)	-3%	7%	-10%
COCC(=O)Nc1cc(C(=O)N2CCCOc3c(cccc3OC)C2)c2c(c1)nc(C1CCC1)n2C	.	15%	-15%

The listing, from the start:
Structure	TDP1 block	TDP1 cell CPT	DT40 TDP1 no CPT
Cc1ccc(N2C(=S)SC3CS(=O)(=O)CC32)cc1 (stereo not given)	5%	3%	-19%
CCC(NC(=O)COC(=O)C1CC2CCCC(C1)C2=O)c1ccc(Br)cc1 (stereo not given)	-6%	-5%	-19%
Cc1ccc(NC(=O)N2CCC(=O)N2)cc1	9%	-18%	-9%
COc1ccccc1C(C(=O)c1ccccc1)c1ccc(O)cc1 (stereo not given)	.	?	?
Brc1ccc(C2=NC(Cc3ccccc3)CO2)cc1 (stereo not given)	-3%	7%	-10%
COCC(=O)Nc1cc(C(=O)N2CCCOc3c(cccc3OC)C2)c2c(c1)nc(C1CCC1)n2C	.	15%	-15%
O=C(CSc1nc2c([nH]c3ccccc32)c(=O)n1-c1ccc(F)cc1)NCc1ccc(F)cc1	7%	?	15µM*
CN1CCN(C(c2ccccn2)c2cc(Cl)c3cccnc3c2O)CC1 (stereo not given)	8%	6.5µM*	6.5µM*
CN1CCN(c2ncc3nc(-c4cccs4)c(=O)n(C[C@H]4CCCO4)c3n2)CC1	.	12µM*	5.2µM*
COCCCNC(=O)/C(C#N)=C1\N=C(NC(=O)c2cccs2)c2ccccc21	3%	?	?
O=C(NCCC1=CCCCC1)c1ccc(-n2cncn2)c([N+](=O)[O-])c1	-3%	?	-14%
CCOC(=O)C1Nc2ccc(C(=O)O)cc2C2C=CCC12 (stereo not given)	.	?	?

Next section.
Structure	TDP1 block	TDP1 cell CPT	DT40 TDP1 no CPT
Cc1ccsc1/C=N/NC(=O)c1nnn(-c2nonc2N)c1C(C)C	4%	?	?
CCN(CC)C(=O)C(=O)Nc1ccc(OCc2ccccc2)cc1	-3%	4%	-8%
COc1ccccc1CC(=O)N1CCOCC1	.	0%	1%
CCOC(=O)C(NCc1ccco1)(NC(=O)c1ccc(OC)cc1)C(F)(F)F (stereo not given)	4%	0%	-5%
O=C(CSc1nnc(CCCN2C(=O)c3cccc4cccc(c34)C2=O)n1-c1ccccc1)NCCCO	0%	?	?
Cn1c(Cc2ccccc2)nnc1SCCC(=O)Nc1ccccc1	1%	10%	-15%
OCCNCc1cccc2ccccc12	-3%	13%	6%
O=C(COc1ccccc1F)c1ccc(O)cc1O	8%	2%	-13%
CC(NC(=O)CSc1nc(=O)cc(N)n1CCc1ccccc1)c1ccccc1 (stereo not given)	0%	-16%	-14%
CCN(CC(=O)Nc1ccccc1C(F)(F)F)C(=O)C1CC(=O)N(Cc2ccccc2)C1 (stereo not given)	0%	9%	15%
CC1CCCN(C(=O)CNC(=O)c2cccs2)C1 (stereo not given)	1%	0%	12%
Cc1c(C)n(CCC#N)c2ccccc12	4%	-4%	-19%

3 entries from above, sorted by length of the SMILES, high to low:
Structure	TDP1 block	TDP1 cell CPT	DT40 TDP1 no CPT
O=C(CSc1nnc(CCCN2C(=O)c3cccc4cccc(c34)C2=O)n1-c1ccccc1)NCCCO	0%	?	?
Cc1c(C)n(CCC#N)c2ccccc12	4%	-4%	-19%
OCCNCc1cccc2ccccc12	-3%	13%	6%

Continuation:
Structure	TDP1 block	TDP1 cell CPT	DT40 TDP1 no CPT
COc1ccc(C(=O)N(Cc2ccco2)Cc2cccs2)c(OC)c1	6%	?	?
Cc1ccc2c(c1)Oc1ccccc1C=C2C(=O)O	-1%	1%	-23%
COc1ccc(NC(=O)C2c3ccccc3OCC(=O)N2CCc2ccccc2)cc1 (stereo not given)	.	-11%	-21%
CC(C)(C)c1ccc(C(=O)NCC(=O)NCc2ccccn2)cc1	1%	-1%	3%
CC(C)COC(=O)N(C)C[C@@H]1OCc2cnnn2CCCC(=O)N([C@@H](C)CO)C[C@H]1C	.	3%	3%
CCCCN1CC(C)(C)[C@H](CC(=O)NC)C1=O	.	9%	-5%
Cc1ccc(NC(=S)/C(C#N)=C2/Nc3ccccc3S2)cc1	.	29µM*	23µM*
CC(C)C(=O)Nc1ccc(C(=O)CSc2nnc(C3CC3)n2C2CC2)cc1	0%[56.1 µM]	-15%	-23%
O=C1Nc2ccccc2Oc2cc(Oc3ccc(Cl)cc3)ccc21	9%	-25%	?
Cc1ccc(CNC(=O)COC(=O)c2cc3c(s2)CCC(C)C3)cc1 (stereo not given)	0%	21µM*	?
Cc1c(C(=O)O)cnc2c([N+](=O)[O-])cnn12	-11%	10µM*	18µM*
Cc1cc(C)cc(N=c2c([N+](=O)[O-])nn(-c3ccc(Cl)cc3)n2O)c1	8%	9.2µM*	15µM*

(listing goes on)
SMILES	TDP1 block	TDP1 cell CPT	DT40 TDP1 no CPT
O=C(CCN1CCN(c2ccc(F)cc2)CC1)Nc1ccccc1F	4%	?	?
CCOC(=O)c1nn(-c2ccc(F)cc2)c(C)c1C(C)=O	0%	-1%	1%
CC[N+](CC)(CC)CCOc1ccc(/C=C\c2ccccc2)cc1	10%[56.1 µM]	2.7µM*	2.1µM*
O=C(/C=C/c1ccccc1)c1ccc(O[C@H]2OC(CO)C(O)C(O)C2O)cc1O (stereo not given in full)	11%[56.1 µM]	?	?
Cc1ccc(-c2nc(SCC(=O)N(C)C3CCS(=O)(=O)C3)[nH]c2-c2ccc(C)cc2)cc1 (stereo not given)	11%	2%	-25%
O=C(CCN1CCN(C(=O)c2ccccc2)CC1)c1ccc(Br)cc1	9%	7.3µM*	8.2µM*
CC(Sc1nnnn1C1CC1)C(=O)N1CC(=O)Nc2ccccc21 (stereo not given)	3%	14%	12%
CCN1C(=O)c2ccc(C(=O)Nc3ccc4c(c3)OCO4)cc2C1=O	3%	8%	-1%
COC(=O)CN1C(=O)[C@H]2[C@@H](/C=C/c3ccccc3)N3C(=O)CN(Cc4ccccn4)C(=O)[C@@]3(Cc3ccccc3)[C@H]2C1=O	1%	4%	11%
O=C1CC(N2CCN(c3ccc(F)cc3)CC2)C(=O)N1Cc1ccc(N2CCCC2=O)cc1 (stereo not given)	2%	?	?

(listing goes on)
SMILES	TDP1 block	TDP1 cell CPT	DT40 TDP1 no CPT
C=CCc1ccccc1OCC(O)CNC(=O)c1ccccc1C(=O)O (stereo not given)	0%	-4%	1%
Nc1c(C(=O)OCC2CCCO2)c2nc3ccccc3nc2n1-c1ccc2c(c1)OCCO2 (stereo not given)	0%	?	?
COC(=O)[C@H]1CCCN1C(=O)Nc1cccc(Oc2c(F)c(F)c(F)c(F)c2F)c1	8%	-12%	-5%
CCON1C(=O)C(C)(C)N(OCC)C(=O)C1(C)C	.	?	12µM*
COc1cc(C(=O)NNC(=O)CCOc2ccccc2C)cc(OC)c1OC	1%	-2%	-18%
Cc1ccc(Cl)cc1NC(=O)N1CCN(C)c2ncccc21	4%	-11%	-11%
Cc1ccc(NC(=O)Cn2c(=O)n(CCCCCC(=O)NCc3ccc(F)cc3)c(=O)c3sccc32)c(C)c1	1%	?	?
CN1C(=O)/C(=C\c2ccc(-c3ccccc3)o2)SC1=S	8%	-25%	-29%
Cc1nc2c3ccccc3nc(SCC(=O)c3ccc(Cl)cc3)n2n1	-3%	?	18µM*
O=C(Nc1ccc(C(=O)c2ccc(C(=O)O)c(C(=O)O)c2)cc1)c1ccccc1	3%	0%	10%

More records.
SMILES	TDP1 block	TDP1 cell CPT	DT40 TDP1 no CPT
O=C(O)/C=C\C(=O)NC1CCCCC1	-2%	3%	26%
CCC(=O)c1ccc(OCC(O)Cn2c(C)nc3ccccc32)cc1 (stereo not given)	3%	18µM*	18µM*
COc1ccc(C2CC(=O)n3nc(C45CC6CC(CC(C6)C4)C5)nc3S2)cc1OC (stereo not given)	0%	9%	-4%
O=C(O)CC(NC(=O)C1c2ccccc2Oc2ccccc21)c1ccc(OC2CCCC2)cc1 (stereo not given)	3%	3%	5%
O=C(Nc1cccc(Cl)c1Cl)C1CCCO1 (stereo not given)	.	-9%	-13%
Fc1cccc(Cc2c(-c3cccc(Cl)c3)nc3c(Cl)cc(C(F)(F)F)cn23)c1	.	-8%	-18%
CCOCCCNC(=O)Cn1nc(-c2ccc(OC)c(OC)c2)ccc1=O	.	-3%	4%
CCc1cc2cc(C)ccc2nc1SCC(=O)NC1CCCC1	-4%	?	?
COc1ccc(Cl)cc1S(=O)(=O)N1CCC(C(=O)NCc2ccccn2)CC1	-10%	4%	?
O=C(Nc1cccc2ccccc12)c1ccc(Cn2cc(Cl)cn2)cc1	3%	-20%	-24%

Next section
SMILES	TDP1 block	TDP1 cell CPT	DT40 TDP1 no CPT
COc1ccccc1CNC(=O)CSc1cc(C)[nH]c(=O)n1	0%	-2%	10%
Cc1ncc2c(c1CNC(=O)c1ccc3c(c1)OCO3)CCN(C(=O)c1coc3c1C(=O)CCC3)C2	.	12%[9.04 µM]	-16%
Cc1ccc(S(=O)(=O)N2CCCC(C(=O)NCCc3ccc4c(c3)OCO4)C2)cc1 (stereo not given)	5%	?	?
C/C=C\C=C/C(=O)Nc1cccc(C2=NOC3(C2)C[C@@H](C(N)=O)N(C(=O)[C@H]2CCC(=O)N2)C3)c1 (stereo not given in full)	4%	-3%	-10%
Cc1ccccc1Oc1ncnc2oc(-c3ccccc3)cc12	-4%	-26%	?
O=P(Cc1nnco1)(c1ccccc1)c1ccccc1	-2%	-7%	-20%
O=C1/C(=C/c2cccnc2)SC(=S)N1CCc1ccccc1	5%	?	?
C[C@@H]1CN([C@H](C)CO)C(=O)Cc2cc(NS(=O)(=O)c3ccc(Cl)cc3)ccc2O[C@H]1CN(C)Cc1ccc(C(F)(F)F)cc1	3%	?	?
CCOCCCNC(=O)c1c(C)c(C(=O)OCC)n(C)c1C	5%	-24%	?
COCCn1c(N)c(N(Cc2ccccc2)C(=O)c2ccc(C#N)cc2)c(=O)[nH]c1=O	-1%	-1%	-2%

Full records, looked up by structure. Order of screens: TDP1 block	TDP1 cell CPT	DT40 TDP1 no CPT
Entry for O=P(Cc1nnco1)(c1ccccc1)c1ccccc1 → -2%	-7%	-20%
Entry for C/C=C\C=C/C(=O)Nc1cccc(C2=NOC3(C2)C[C@@H](C(N)=O)N(C(=O)[C@H]2CCC(=O)N2)C3)c1 (stereo not given in full) → 4%	-3%	-10%
Entry for Cc1ccccc1Oc1ncnc2oc(-c3ccccc3)cc12 → -4%	-26%	?
Entry for C[C@@H]1CN([C@H](C)CO)C(=O)Cc2cc(NS(=O)(=O)c3ccc(Cl)cc3)ccc2O[C@H]1CN(C)Cc1ccc(C(F)(F)F)cc1 → 3%	?	?

Compound activity: PubChem BioAssay, National Center for Advancing Translational Sciences (NCATS)
